hgDAF12 agonist = hgDAF-12 agonism, primary luciferase screen. HEK293 GAL4-hgDAF12 UAS-luciferase reporter, agonist luminescence; normalized to butyrate control. activation, % at 6.8 µM. hit rate 1.8% among 370,000;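 active = activation above a cutoff set at the mean of all screened compounds plus 3 SD, cut at about 10% in these data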;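 also: 0% = DMSO wells and 100% = sodium butyrate wells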
DAX1 inh-1 = NR0B1 (DAX1) inhibition | HEK293 Gal4-DAX1 luciferase reporter, luminescence | inhibition, % at 6.75 µM | hit rate 0.99% among 340,000 | AID 504766;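 active = inhibition above the mean over all tested compounds plus 3 SD, cut at about 4.2% in these data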;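 also: 0% = DAX1-transfected cells with DMSO and 100% = empty-vector control cells with DMSO; inhibition shows as a rise in luminescence from relieved DAX1 repression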
DAX1 inh-2 = DAX1 (NR0B1) inhibition, primary screen; hit rate 1.1% among 370,000; inhibition, % at 6.8 µM; AID 652010; HEK293T StAR-luciferase reporter, SF-1/DAX-1 repression relief;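 active = inhibition above the mean over all tested compounds plus 3 SD, cut at about 3.6% in these data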;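 also: 0% = DAX-1 cells with DMSO and 100% = cells lacking DAX-1 with DMSO; higher inhibition means more luminescence from relief of DAX-1 repression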
GC-A act = GC-A (human) enzyme activation; P16066; HEK293 GC-A cells, cGMP TR-FRET, EC30 ANP; 0% at EC30 ANP, 100% saturating ANP; activation, % at 10 µM; hit rate 0.14% among 370,000; AID 1671463; in the data active = activation above about 40%
ADAM10 inh = inhibits human ADAM10; recombinant ADAM10, EDANS/DABCYL FRET peptide cleavage, 3 h; hit rate 0.62% among 370,000; inhibition, % at 7 µM;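 active = inhibition above a per-campaign cutoff equal to the mean of compounds falling between control-based bounds plus 3 SD, cut at about 20% in these data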;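 also: 0% = DMSO wells while the 100% control is not disclosed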
hcDAF12 agonist = H. contortus DAF-12 activation, primary screen; HEK293 hcDAF-12 lit1-tk-luc reporter, luminescence; 0% DMSO, 100% Δ7-dafachronic acid; hit rate 1.4% among 370,000; AID 652067; activation, % at 6.8 µM;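 active = activation above the mean of all tested compounds plus 3 SD, cut at about 5.5% in these data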;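 also: 100% = response to 3 µM Δ7-dafachronic acid high control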
FXN GAA850 act = increases GAA850 frataxin promoter reporter activity. hit rate 0.56% among 360,000. activation, % at 6 µM. HEK293 lucGAA850 FXN promoter luciferase reporter, 24 h; percent of 10 µM SAHA response;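 active = activation above the average of all compounds screened plus 3 SD, cutoff fixed separately per campaign, cut at about 7.5% in these data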;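 also: 0% = DMSO wells and 100% = 10 µM SAHA wells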
ssDAF12 agonist = S. stercoralis DAF-12 activation, primary screen; HEK293 ssDAF-12/GRIP1 lit1-tk-luc reporter, luminescence; % of 3 µM dafachronic acid response; activation, % at 6.8 µM; hit rate 1% among 370,000; AID 652126;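 active = activation above the mean over all tested compounds plus 3 SD, cut at about 0.9% in these data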;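 also: 0% = DMSO-only wells and 100% = 3 µM delta7-dafachronic acid wells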
NPR2 activator = GC-B (human) receptor activation. P20594. HEK293-GC-B cells, CNP EC30, cGMP TR-FRET; 0% at EC30 CNP, 100% saturating CNP. activation, % at 10 µM. hit rate 0.11% among 370,000;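 active = activation at 10 µM reaching about 35% in either raw or pattern-adjusted values, limit read from the data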
Target sequence (P20594 whole entry, looked up): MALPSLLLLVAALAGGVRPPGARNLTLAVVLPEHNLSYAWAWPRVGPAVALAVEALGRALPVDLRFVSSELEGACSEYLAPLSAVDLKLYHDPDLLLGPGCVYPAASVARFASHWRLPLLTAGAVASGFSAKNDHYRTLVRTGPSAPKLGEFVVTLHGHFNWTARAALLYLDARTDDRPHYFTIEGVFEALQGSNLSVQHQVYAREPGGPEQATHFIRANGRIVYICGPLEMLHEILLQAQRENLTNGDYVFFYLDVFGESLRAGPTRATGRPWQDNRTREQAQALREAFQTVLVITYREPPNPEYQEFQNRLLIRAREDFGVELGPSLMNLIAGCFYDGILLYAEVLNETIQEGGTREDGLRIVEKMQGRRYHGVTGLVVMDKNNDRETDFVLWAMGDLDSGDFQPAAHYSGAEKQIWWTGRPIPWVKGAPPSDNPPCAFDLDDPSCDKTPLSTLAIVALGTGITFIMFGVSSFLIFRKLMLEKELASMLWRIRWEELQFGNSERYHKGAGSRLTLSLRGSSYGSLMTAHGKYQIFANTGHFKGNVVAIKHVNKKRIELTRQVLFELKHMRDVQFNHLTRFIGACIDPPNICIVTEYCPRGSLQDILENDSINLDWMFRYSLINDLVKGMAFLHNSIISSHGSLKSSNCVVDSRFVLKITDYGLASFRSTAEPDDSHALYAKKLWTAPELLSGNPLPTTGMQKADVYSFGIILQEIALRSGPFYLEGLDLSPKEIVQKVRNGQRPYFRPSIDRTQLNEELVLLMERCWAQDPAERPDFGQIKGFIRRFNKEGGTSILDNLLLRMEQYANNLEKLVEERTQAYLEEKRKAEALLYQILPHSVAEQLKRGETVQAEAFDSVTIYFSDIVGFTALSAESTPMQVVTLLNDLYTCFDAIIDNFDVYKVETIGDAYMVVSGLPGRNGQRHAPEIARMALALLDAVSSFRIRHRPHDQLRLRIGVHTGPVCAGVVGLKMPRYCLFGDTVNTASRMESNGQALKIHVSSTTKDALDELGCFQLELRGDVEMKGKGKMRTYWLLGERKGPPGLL
SMARCA2 act = activators of SMARCA2 function; MG213 cells, MMTV-luciferase reporter, dexamethasone, overnight; activation, % at 9.1 µM; hit rate 1% among 370,000; AID 652017; in the data active = activation above about 7.8%;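 also: 0% = vehicle wells and 100% = reference activator wells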
HGIII-sPLA2 inh = Inhibits HGIII-sPLA2 liposome hydrolysis, primary screen; QFRET BODIPY PC-A2 liposome hydrolysis, fluorescence; Q9NZ20; hit rate 0.56% among 370,000; AID 743126; inhibition, % at 12.2 µM;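 active = inhibition above mean plus 3 SD of compounds lying within the high and low control bounds, cut at about 19% in these data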;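 also: 0% = median of test compound wells and 100% = no enzyme DMSO wells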
Active calls of the source: *; . = no result given. An unsorted share of the library. About 6.6% of those tested had a hit in this group.

SMILES	hgDAF12 agonist	DAX1 inh-1	DAX1 inh-2	GC-A act	ADAM10 inh	hcDAF12 agonist	FXN GAA850 act	ssDAF12 agonist	NPR2 activator	SMARCA2 act	HGIII-sPLA2 inh
Cc1cccc(N2CCN(CC(=O)NCc3ccccc3)CC2)c1C	4.3	1.1	-0.1	-4.7	-5.8	0.1	0.8	-0.6	3.5	-2.5	-6.7
N#CC(CCc1ccccc1[N+](=O)[O-])(CCc1ccccc1[N+](=O)[O-])C(N)=O	-2.1	0.2	-1.1	-3.5	-0.4	-0.3	-1.1	-0.9	4.5	2.1	-4.6
COc1ccc(S(=O)(=O)N2CCCCC2)cc1NC(=O)c1cnc(C)cn1	4.7	0.0	-1.3	-3.1	-4.5	0.4	1.3	-1.3	-7.4	0.1	4.8
O=C(COC(=O)/C=C/c1ccccc1[N+](=O)[O-])Nc1ccc(OCc2ccccc2)cc1	1.7	-0.9	0.1	1.3	4.1	0.7	5.2	-0.8	-7.5	5.6	6.2
CC1=NN(c2ccc(C)c(C)c2)C(=O)C1C(c1cccc(O)c1)C1C(=O)N(c2ccc(C)c(C)c2)N=C1C (centres undefined)	-4.3	-0.4	-0.6	1.3	9.4	2.0	-4.4	-0.9	6.0	-3.1	-12.1
COc1nc(C)ccc1-c1noc(-c2ccncc2)n1	7.4	0.6	0.9	8.1	-6.8	1.3	5.9	-0.6	-2.6	1.0	0.9
CCCCC(=O)N(C)c1c(CC)nc2c(OCCC3CCCCC3)cccn12	-4.8	.	-3.6	3.7	-3.6	-3.1	-2.2	-1.7	2.5	-6.0	-4.9
Nc1cc(SCc2ccc([N+](=O)[O-])cc2)ncn1	1.2	1.6	-2.3	1.2	-18.3	-1.9	4.3	-0.7	-1.1	-3.1	6.1
CN(C)c1ccc(NC(=S)N2CCN(c3ncc(C(F)(F)F)cc3Cl)CC2)cc1	0.2	2.4	1.2	-0.6	5.0	-0.3	2.9	-1.1	-5.7	-2.0	5.5
COc1ccc(-c2nnc(SCc3cccc(C)c3)n2N)cc1	-1.8	-0.5	0.7	-5.7	-1.4	-1.2	3.4	-1.0	-5.0	-2.3	4.7
Cc1ccccc1C(=O)N(C)c1ccccc1C(=O)NCc1ccccc1	-1.1	0.0	-0.1	-1.1	4.7	-1.0	3.4	-0.9	0.9	-4.1	0.3
O=C(O)CS(=O)CC(=O)Nc1cccc(C(F)(F)F)c1 (centres undefined)	-2.5	-0.7	0.0	-2.3	1.9	0.9	2.3	-1.3	4.2	-0.7	0.6
CC1(C(=O)NS(=O)(=O)c2ccc(Cl)cc2)CCN1C(=O)C1CC1 (centres undefined)	2.5	.	-0.8	-0.6	-2.8	-0.7	0.5	-0.8	-0.6	-3.7	-0.4
COc1cccc(/C=N/NC(=O)C[n+]2ccccc2)c1OC	-3.3	-0.6	-0.5	3.0	-1.3	0.3	0.7	2.3*	4.5	3.2	0.1
CCOC(=O)c1c(C)oc2cc(Sc3ccccc3)c(O)c(O)c12	2.0	.	-0.4	7.2	14.8	-0.6	3.4	-2.3	0.0	0.0	11.8
O=C(COC(=O)/C=C/c1ccccc1)NCCc1ccc(F)cc1	-0.7	2.8	-1.6	-4.5	4.7	0.4	-0.7	-1.0	-0.3	3.5	-1.5
COC(=O)c1ccc(Cn2cc(C(F)(F)F)ccc2=O)cc1	-1.9	-0.8	0.2	-0.9	-6.5	-0.7	2.3	-1.1	1.4	-3.0	-0.3
CC(C)=NOc1nc(N(C)C)nc(N(C)C)n1	-0.4	-0.9	0.1	-0.3	-10.8	-1.8	2.3	-1.3	5.7	-3.5	4.6
CCOc1ccc(-n2c(SCc3ccc([N+](=O)[O-])cc3)nnc2-c2ccccc2)cc1	-1.8	0.2	0.2	-8.9	1.9	5.5	2.2	-0.8	-13.7	-2.8	3.1
CN(C1CCCCC1)S(=O)(=O)c1ccc2c(c1)c(=O)c(C(=O)NCCN1CCCC1)cn2C	1.2	1.5	1.4	1.0	-7.7	2.7	0.9	-1.1	1.8	-0.6	-6.6
Cc1c(C(=O)N2CCc3ccccc3C2)oc2ccccc12	6.5	0.1	2.6	-1.7	-5.3	2.7	5.8	-0.3	1.2	5.4	-2.3
CC(=O)c1cc2c(cc1N(C(=O)c1ccco1)C(C(=O)NC1CCCC1)c1ccccc1F)OCO2 (centres undefined)	0.7	0.7	0.3	-9.7	-2.9	-2.2	-2.6	-0.2	-5.9	-2.3	4.4
CC(=O)N1N=C(c2ccco2)CC1c1ccco1 (centres undefined)	-0.8	-1.3	0.5	2.1	0.2	-1.0	1.5	-1.5	1.3	0.1	3.4
COc1ccc(C(=O)N2CCC3(CC2)NCCc2[nH]cnc23)cc1OC	-1.0	1.5	2.0	1.0	-0.4	4.9	-0.3	-1.6	2.1	-2.2	7.1
O=C(Nc1cccnc1)c1ccc([N+](=O)[O-])o1	-2.7	-0.4	-1.0	1.4	-9.8	0.7	0.7	-0.7	-4.0	7.8*	1.5
CC[C@@]1(C(=O)OC)N[C@H](CN(C)C(=O)Nc2ccc(OC)cc2)[C@@H]2C(=O)N(C)C(=O)[C@@H]21	-0.8	-2.0	1.0	2.0	-9.9	-0.2	-0.1	-0.3	1.6	-2.4	-0.9
Cc1ccc(S(=O)(=O)CNC(=S)c2ccc3ccccc3c2)cc1	0.5	0.7	-0.3	1.9	14.9	-0.6	0.6	-1.6	-0.8	0.1	19.9*
CN(CC1CCCN(CCc2ccc(Cl)cc2)C1)C(=O)c1ccco1 (centres undefined)	0.9	0.9	-1.1	-0.9	-0.2	-1.1	2.2	-1.4	-1.6	-1.0	-6.2
Cc1cccc(NC(=S)N(CCN(C)C)Cc2cc3cc(C)cc(C)c3[nH]c2=O)c1	-3.9	-0.2	0.1	-5.3	-16.0	1.7	0.6	-1.6	-6.4	-4.3	8.3
Cc1c(NC(=S)NC(NC(=O)CC(C)C)C(Cl)(Cl)Cl)c(=O)n(-c2ccccc2)n1C (centres undefined)	0.4	-0.4	0.1	0.7	8.2	-2.9	-0.5	-1.1	1.2	-1.3	1.7
O=C(CSc1nnnn1-c1ccc2c(c1)OCCO2)N1CCN(C(=O)c2ccco2)CC1	-2.7	2.8	-0.5	-4.7	-3.0	0.8	-0.2	-1.7	6.3	-3.2	-2.3
CN(CC(=O)O)S(=O)(=O)c1ccc(F)cc1	-0.8	1.6	0.1	0.0	-2.8	0.1	-2.7	-1.1	-1.1	-2.7	1.2
O=C(c1cccs1)n1nc(-c2cccnc2)nc1NCc1ccco1	-1.1	1.9	0.3	10.3	1.8	1.5	2.9	-0.8	18.6	-1.2	-1.9
CCN(CC)S(=O)(=O)c1cccc(-c2nnc(SC(C)C#N)n2Cc2ccccc2)c1 (centres undefined)	-1.8	-1.2	0.4	0.5	9.0	-1.7	-1.3	-1.8	1.7	-1.0	-8.9
CC1(C)Oc2ccc(C(=O)N3CCc4ccccc43)cc2N(CC(=O)N2CCCC2)C1=O	-1.8	0.0	-0.3	-2.7	-12.9	-0.9	-1.9	-0.3	6.9	-2.3	4.8
Cc1nc2ccc(NC3=NCCCCC3)cc2s1	2.4	0.6	0.5	0.4	1.4	-0.4	1.1	-0.8	2.0	-1.6	3.7
Cc1noc2ncnc(N3CCCCC3)c12	0.3	-0.9	-1.2	-1.8	-1.8	0.4	0.6	-0.8	-0.3	-3.2	1.5
O=C(CCn1c(=O)oc2ccccc21)Nc1ccc2c(c1)OCCO2	6.9	0.8	2.8	0.3	-17.9	1.6	0.5	-0.7	0.4	0.5	1.7
CCOC(=O)C1CCN(S(=O)(=O)c2ccc(Cl)cc2)CC1	-1.3	0.2	0.1	-5.7	7.7	-1.7	0.5	-1.3	-0.8	0.6	2.7
Cc1ccc(S(=O)(=O)c2nnn3c2nc(N2CCOCC2)c2ccccc23)cc1C	1.4	0.7	0.6	20.7	-13.6	-0.3	3.4	-1.2	31.9	0.9	2.9
COc1ccc(C(=O)NNC(=O)c2ccc(F)c(S(=O)(=O)N3CCOCC3)c2)cc1	-0.9	2.0	1.4	-0.4	1.8	-1.0	-1.4	-1.3	-3.1	1.3	-7.1
O=C(COc1ccccc1)Nc1nnc(-c2ccccc2)o1	1.1	-0.9	0.2	-0.5	-7.3	-0.5	1.2	-1.5	-1.4	0.3	0.9
C[C@@H]1CN([C@H](C)CO)C(=O)CCCn2cc(nn2)CO[C@H]1CN(C)S(=O)(=O)c1ccc2ccccc2c1	0.0	-0.2	-1.7	4.4	-8.1	-1.4	1.8	-1.3	5.7	-3.2	-3.0
Cc1ccc(N(Cc2cc3ccccc3[nH]c2=O)S(C)(=O)=O)cc1	-3.8	0.1	0.1	-9.4	-14.9	-1.7	1.3	-0.4	-1.7	0.7	-2.7
Cn1c2[n+](c3ccc(Cl)cc3c1=O)Cc1ccccc1-2	2.7	5.7*	0.4	-3.9	-89.8	-0.5	1.3	-0.4	2.1	5.8	0.2
O=C(/C=C/c1ccc([N+](=O)[O-])cc1)NCCc1ccccc1	-1.4	2.2	-0.6	2.9	2.7	1.8	0.5	-1.2	2.2	-2.2	7.3
COC(=O)C1CCN(C(=O)COC(=O)CC(NC(C)=O)c2ccccc2)CC1 (centres undefined)	-1.7	-0.6	-1.1	-6.4	2.2	-0.7	1.4	-1.6	2.2	-5.0	8.2
CC(C)CN(C(=O)CN1CCN(c2cccc(Cl)c2)CC1)c1c(N)n(CC(C)C)c(=O)[nH]c1=O	-2.6	0.0	-0.3	-2.9	0.0	-0.7	1.7	-0.8	0.8	-1.8	3.1
Cc1ccccc1CNC(=O)C1CCC(=O)N(CC2CCCCC2)C1 (centres undefined)	-2.8	0.0	-0.7	-0.2	-7.2	0.0	-1.6	-0.8	-2.4	-0.7	1.1
O=C(CN1C(=O)c2ccccc2C1=O)N1CCN(c2ccccc2)CC1	1.8	1.5	-0.6	3.5	1.1	-0.3	0.7	-1.1	0.8	2.3	5.0
C(=N\n1cnnc1)/c1ccc(N2CCOCC2)s1	1.8	0.0	0.0	-7.8	-89.6	-0.5	1.5	-1.1	-6.2	-0.9	13.7
CC1Cc2ccccc2N1C1=CC(=O)CCC1 (centres undefined)	-1.6	-0.1	-0.8	1.9	4.8	-1.9	-2.0	-2.1	2.1	-2.5	-2.7
CCC(C)c1ccccc1NC(=O)Cc1coc2cc3c(cc12)CCC3 (centres undefined)	0.8	-1.1	-0.2	-1.6	5.0	-2.3	0.5	-1.6	1.6	-1.4	-14.8
CCOC(=O)CSc1ccccn1	3.5	-0.6	-0.3	2.3	2.4	-1.1	0.6	-1.4	-3.1	4.1	0.2

Reprinted at random: two entries already listed
SMILES	hgDAF12 agonist	DAX1 inh-1	DAX1 inh-2	GC-A act	ADAM10 inh	hcDAF12 agonist	FXN GAA850 act	ssDAF12 agonist	NPR2 activator	SMARCA2 act	HGIII-sPLA2 inh
CCC(C)c1ccccc1NC(=O)Cc1coc2cc3c(cc12)CCC3 (centres undefined)	0.8	-1.1	-0.2	-1.6	5.0	-2.3	0.5	-1.6	1.6	-1.4	-14.8
O=C(CN1C(=O)c2ccccc2C1=O)N1CCN(c2ccccc2)CC1	1.8	1.5	-0.6	3.5	1.1	-0.3	0.7	-1.1	0.8	2.3	5.0

Assay outcomes (PubChem BioAssay)
